# CHO-K1 Ca antag – nonselective inhibitor or artifact in parental CHO-K1 cells | ATP-induced calcium, Fluo-8 fluorescence | inhibition, % at 3 µM | hit rate 0.6% among 360,000 | AID 602250;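 active means inhibition above a per-plate cutoff, the plate's mean sample inhibition plus 3 SD, cut at about 24% in these data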;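 further: 0% = DMSO plus EC80 ATP and 100% = DMSO alone without ATP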
# CHO parental Ca – ATP-evoked calcium signal inhibitors, parental CHO, primary screen, counter-screen for OX1R antagonist project, cell-based, fluorescence, Fluo-8 calcium dye; parental CHO-K1, ATP-induced calcium, Fluo-8 fluorescence; inhibition, % at 5.6 µM; hit rate 0.63% among 330,000; AID 463079, 2010;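 active means inhibition above that plate's mean sample inhibition plus 3 SD, cut at about 26% in these data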;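 further: 0% = ATP-challenged DMSO wells and 100% = DMSO wells without ATP; some compounds past the cut are filed as inactive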
#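 test system = CHO parental line | reagent = ATP stimulus | measured by = intracellular calcium via Fluo-8 no-wash fluorescent dye | control set = ATP and no-ATP DMSO wells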
# M1 ag – human M1 muscarinic receptor agonists, primary screen, Fluo-8 calcium fluorescence, CHO-K1 cells, HTS; Muscarinic acetylcholine receptor M1 (Homo sapiens), P11229; CHO-K1 hM1, agonist mode; 0% DMSO, 100% acetylcholine EC100; activation, % at 3 µM; hit rate 0.33% among 360,000; AID 588814, 2011;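 active means activation above the run's mean compound activation plus 3 SD, cut at about 16% in these data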;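 further: peak over basal fluorescence ratio within a 140 s kinetic read after compound addition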
# Target sequence (P11229 whole entry, looked up): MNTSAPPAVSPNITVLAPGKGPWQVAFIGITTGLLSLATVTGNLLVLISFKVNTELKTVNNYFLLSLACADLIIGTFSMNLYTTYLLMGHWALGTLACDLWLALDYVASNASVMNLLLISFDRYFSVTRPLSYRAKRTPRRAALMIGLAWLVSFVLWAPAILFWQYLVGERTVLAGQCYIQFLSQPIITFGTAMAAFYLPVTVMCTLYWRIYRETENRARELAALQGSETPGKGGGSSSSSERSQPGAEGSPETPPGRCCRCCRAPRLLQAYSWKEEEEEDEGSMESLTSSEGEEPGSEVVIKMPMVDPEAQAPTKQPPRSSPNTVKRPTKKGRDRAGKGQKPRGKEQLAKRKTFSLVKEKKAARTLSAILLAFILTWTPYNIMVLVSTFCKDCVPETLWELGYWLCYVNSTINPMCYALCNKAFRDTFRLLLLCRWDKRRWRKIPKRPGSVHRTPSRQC
# CHRM4 agonist – human M4 muscarinic receptor agonists, primary screen, CHO-K1 cells, Fluo-8 calcium fluorescence. CHO-K1 hM4/Gqi5; vehicle 0%, full acetylcholine response 100%. activation, % at 3 µM. hit rate 0.14% among 360,000. AID 624127, 2012;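 active means activation above the run mean over all test wells plus 3 SD, cut at about 32% in these data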;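 further: peak over basal fluorescence ratio per well then scaled between controls; 0% = DMSO wells and 100% = acetylcholine at EC100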
# Target sequence (P08173 whole entry, looked up): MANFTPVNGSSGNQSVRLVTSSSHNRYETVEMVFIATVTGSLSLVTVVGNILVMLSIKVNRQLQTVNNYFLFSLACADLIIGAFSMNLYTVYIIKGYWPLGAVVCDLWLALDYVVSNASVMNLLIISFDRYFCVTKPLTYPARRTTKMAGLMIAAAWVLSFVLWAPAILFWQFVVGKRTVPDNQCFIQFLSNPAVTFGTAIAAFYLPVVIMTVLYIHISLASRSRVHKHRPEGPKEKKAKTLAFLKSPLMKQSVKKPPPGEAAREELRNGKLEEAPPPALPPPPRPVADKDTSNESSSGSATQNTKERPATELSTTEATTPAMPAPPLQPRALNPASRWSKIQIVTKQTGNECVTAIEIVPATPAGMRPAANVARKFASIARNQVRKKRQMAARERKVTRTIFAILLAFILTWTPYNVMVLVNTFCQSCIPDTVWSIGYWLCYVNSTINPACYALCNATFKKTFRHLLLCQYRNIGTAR
# M1 ag parental – counter-screen for M1 agonists: effect in parental CHO-K1 cells; activation, % at 3 µM; Fluo-8 calcium fluorescence; scaled to maximal ATP response, vehicle zero; hit rate 0.48% among 360,000; in the data active means activation above about 15%;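 further: untransfected CHO-K1 host cells lacking M1 receptor as counterscreen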
# CHRM4 antagonist – human M4 muscarinic receptor antagonists, primary screen, CHO cells, Fluo-8 calcium fluorescence; hit rate 0.73% among 360,000; inhibition, % at 3 µM; CHO-hM4 cells, ACh EC80; Muscarinic acetylcholine receptor M4 (Homo sapiens), P08173;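 active means inhibition above its plate's cutoff, the mean inhibition of sample wells plus 3 SD, cut at about 27% in these data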;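 further: 0% = acetylcholine EC80 with DMSO and 100% = DMSO without agonist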
# OXTR potentiator – human OXTR potentiators, primary screen, fluorescence, CHO-OTR cells, Fluo-8 calcium. Oxytocin receptor (Homo sapiens), P30559. Fluo-8 calcium fluorescence, potentiator mode; 0% = oxytocin EC15, 100% = EC100. activation, % at 3 µM. hit rate 0.061% among 320,000;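 active means activation above that plate's cutoff, the mean activation of tested compounds plus 3 SD, cut at about 6.6% in these data, passing the limit was not always enough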;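 further: 100% uses oxytocin at 75 nM as the full agonist control; some results filed as inactive read as strong as hits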
#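 Assay system: CHO-OTR cells, human receptor / Also added: oxytocin at about EC15, sub-maximal agonist stimulus / Dosing: single dose, 3.0 µM nominal final compound concentration / Incubation: 6 min pre-incubation, 100 s read / Technique: Fluo-8 calcium dye fluorescence / Read-out: % activation vs EC15 and EC100 oxytocin / Benchmarks: EC15 oxytocin low, 75 nM oxytocin high / Replicates: singlicate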
# CHRM1 PAM – human M1 muscarinic receptor positive allosteric modulators, primary screen, CHO-K1 cells, Fluo-8 calcium fluorescence, 1536-well | CHO-K1 hM1, ACh EC20; 0% = ACh EC20, 100% = maximal ACh | activation, % at 3 µM | hit rate 0.088% among 360,000 | AID 588819, 2011; in the data active means activation above about 19%, passing the limit was not always enough
# CHRM1 antagonist – human M1 muscarinic receptor antagonists, primary screen, CHO-K1 cells, Fluo-8 calcium fluorescence, 1536-well; Muscarinic acetylcholine receptor M1 (Homo sapiens), P11229; CHO-K1 hM1, ACh EC80 antagonist; inhibition, % at 3 µM; hit rate 1.3% among 360,000;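 active means percent inhibition above its own plate's cutoff, namely the mean of that plate's compound wells plus 3 SD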;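 further: peak over basal fluorescence ratio during 140 s after agonist addition; 0% = ACh EC80 plus DMSO and 100% = DMSO alone without agonist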
# Numbers without * were called inactive; . = no result given.
SMILES	CHO-K1 Ca antag	CHRM1 PAM	CHO parental Ca	M1 ag	CHRM1 antagonist	CHRM4 agonist	OXTR potentiator	M1 ag parental	CHRM4 antagonist
CCOC(=O)N1CCN(CC(O)COc2cc(C)ccc2C(C)C)CC1 (stereo not given)	1	-7	-17	-6	10	1	2	0.8	7
CCNS(=O)(=O)c1ccc(NC(=O)Cn2cc([N+](=O)[O-])cn2)cc1	12	15	1	-4	-1	1	1	0.8	7
Cc1ccc(C2(c3ccc(C)cc3)NC(=O)N(Cc3c(C)noc3C)C2=O)cc1	4	-9	-37	-5	-18	-1	-6	0.6	-3
CCOC(=O)C1CCCN(S(=O)(=O)c2ccc(F)c(C(=O)Nc3ccc(F)c(F)c3)c2)C1 (stereo not given)	12	11	0	2	-1	14	-10	0.8	-7
CCCN(CC(=O)Nc1ccccc1OC)C(=O)Cn1[nH]c(=O)c2ccccc2c1=O	-16	9	-22	-7	-10	2	4	0.6	-5
CCOc1ccc(C(=O)COC(=O)c2cccc(-n3cnnn3)c2)cc1	-3	-1	10	-1	6	5	-14	2.6	-1
COc1cccc(CNC(=O)CSc2ccc(-c3cccs3)nn2)c1	-11	2	-10	-3	2	-1	3	0.7	-24
O=C(Nc1ccc(Cl)cc1)c1ccc2sc([C@@H]3O[C@H](CO)[C@H](O)[C@H](O)[C@H]3O)nc2c1	-1	-3	.	-2	-5	0	.	-0.1	-8
CCCC(=O)Nc1nnc(-c2ccco2)s1	11	4	-14	-1	-14	1	-11	0.5	-2
COc1cccc(C(=O)NCC(=O)N/N=C(C)\C=C\c2ccccc2)c1	-2	4	-13	-8	5	1	-6	0.0	-3
Clc1cccc(N/N=C/c2ccc(N3CCOCC3)cc2)c1	-10	3	-9	-6	-8	1	2	1.1	3
COc1ccccc1N1CCN(C(=O)CSc2nc3ccccc3c(=O)n2CC2CCCO2)CC1 (stereo not given)	12	-2	-13	-2	7	10	-2	3.4	-21
NC(=O)[C@H](Cc1cc2ccccc2s1)NC(=O)[C@@H]1CC2(CC(c3cccc(NC(=O)[C@@H]4CCC(=O)N4)c3)=NO2)CN1C(=O)/C=C/c1c(F)cccc1Cl (stereo not given in full)	-12	-14	-3	-10	10	2	-17	0.6	10
CCN(CC)S(=O)(=O)c1cccc(C(=O)Nc2ccc(Cl)cn2)c1	7	6	-29	-1	-8	2	-14	0.1	-3
O=S(=O)(c1ccccc1)N(CC(F)(F)F)c1ccc(C(O)(C(F)(F)F)C(F)(F)F)cc1	6	-24	.	-7	22	4	.	2.6	9
O=C(CSc1nnc(COc2ccccc2)n1Cc1ccco1)c1ccc(F)cc1	1	2	-23	-1	-1	5	-19	1.9	3
COc1cc(NC(=O)c2sc(C)nc2C)c(OC)cc1NC(=O)c1ccccc1	-1	-7	-38	-4	5	9	-7	1.7	2
COc1cc(/C=N/NC(=O)c2ccc(COc3cc(C)ccc3C(C)C)cc2)cc(OC)c1O	-23	3	-9	-4	-2	3	-3	0.9	-11
Cc1[nH]c(=O)[nH]c(=O)c1NS(=O)(=O)c1ccccc1	2	1	-3	-2	-2	0	-2	-0.4	3
CC(C)CC(=O)Nc1ccnc(-c2ccncc2)n1	-6	14	1	-5	-6	2	1	3.1	-6
CC(=O)OC[C@@H]1CN(Cc2ccccc2)C[C@H](n2cnc3c(Nc4ccccc4)ncnc32)O1	2	0	.	-1	3	13	.	3.6	-6
Cc1cc(NC(=O)COc2ccccc2C(N)=O)no1	-6	2	0	-1	-1	0	-5	0.2	5
CC(C)(C)c1nnc(NS(=O)(=O)c2cc(Cl)ccc2Cl)s1	5	12	-16	0	-7	0	6	1.1	4
O=C(COc1ccc([N+](=O)[O-])cc1)Nc1ccc(CN2CCOCC2)cc1	6	-7	-5	-9	9	8	-5	4.4	-2
O=C1Nc2ccccc2N(O)N1c1ccc(Cl)c(Cl)c1	-1	10	1	-10	-4	1	-3	2.2	8
COC(=O)c1c(C(=O)OC)c(C)n(Cc2cccnc2)c1C	-14	4	1	-3	-15	0	-2	0.8	10
Cn1c(=O)c2ccccc2n(CC(=O)N2CCCc3ccccc32)c1=O	-19	10	-20	-8	-12	2	-7	1.2	0
C(=N\N1CCOCC1)/c1cccs1	-7	9	-2	-7	-7	1	-4	1.8	6
CCOC(=O)C1CCN(C(=O)c2ccc3c(c2)NC(=O)/C(=C\c2cccc(C)c2)S3)CC1	-12	2	-10	-2	-3	6	-5	6.9	-1
CC(C)c1ccc(NC2CCCN(C(=O)c3cscn3)C2)cc1 (stereo not given)	4	7	.	-2	-12	2	.	1.0	-2

# (continued)
SMILES	CHO-K1 Ca antag	CHRM1 PAM	CHO parental Ca	M1 ag	CHRM1 antagonist	CHRM4 agonist	OXTR potentiator	M1 ag parental	CHRM4 antagonist
O=C(NC12CC3CC(CC(C3)C1)C2)c1ccc(COc2ccc(Cl)cc2[N+](=O)[O-])o1	-17	4	-30	-2	-52	1	-14	1.4	-1
O=C(COC(=O)CCCNC(=O)c1ccc(Cl)cc1)Nc1cc(Cl)ccc1Cl	14	5	-18	1	7	0	-7	-0.4	-6
Cc1cccc(N2C(=N)SCC2=O)c1C	1	-2	-5	1	1	1	2	0.7	7
Cc1ccc(S(=O)(=O)N2CCN(C(=O)N3CCOCC3)C2C)cc1 (stereo not given)	3	10	-9	-7	-7	0	-6	0.1	-7
O=C(NCCO)c1ccc2[nH]c3c(c2c1)CCCC3	17	-5	-2	-5	9	0	-2	-0.1	10
COc1ccccc1Cc1c(-c2cccc(Br)c2)nc2ccc(Cl)cn12	-22	1	.	-2	-27	-1	.	0.1	-5
COc1ccccc1CCC(=O)OCC(=O)Nc1ccc(C(N)=O)cc1	-7	8	2	-1	-10	2	-9	3.2	-5
COc1cccc(CNC(=S)NC2CCCC2)c1	-15	3	-6	-5	-2	1	7	0.9	-11
O=c1c(N=Nc2ccc(O)cc2)c(-c2ccccc2)[nH]n1-c1ccc([N+](=O)[O-])cc1	-7	8	8	1	-6	1	-4	0.3	-3
Cc1ccccc1OCc1nc2ccccc2c(=O)n1/N=C/c1cn[nH]c1-c1ccc(Br)cc1	-4	4	-28	3	-2	1	-2	0.1	-3
CN1CCC(N(C)C(=S)Nc2ccc(SC(F)F)cc2)CC1	-6	-3	-3	18*	-1	4	-2	0.5	10
Cc1ccccc1NC(=O)CSc1nc(Nc2ccccc2)nc(N2CCOCC2)n1	-19	-4	-11	-3	7	0	-9	0.4	1
O=C(NNC(=O)c1ccccc1Cl)c1cccs1	-10	4	0	-2	-22	1	-3	-0.2	-9
Cc1cc(C)nc(N2CCN(CC(=O)NCc3ccccc3)CC2)n1	1	-6	-2	-10	10	-1	-3	4.1	11
CCNC(=S)Nc1c(C)n(C)n(-c2ccccc2)c1=O	-13	12	-2	-5	-9	0	-3	0.6	-9
CCCCCCC(=O)Nc1nc(C)c(-c2csc(Nc3ccccc3OC)n2)s1	7	0	-40	-8	2	1	-4	-0.6	2
COCCn1c(Sc2ccc(C)cc2)nc2c1c(=O)[nH]c(=O)n2C	-1	5	-12	-3	-7	0	-13	0.3	-13
O=C1c2ccc3c4c(ccc(c24)C(=O)N1c1ccc(O)cc1)C(=O)N(c1ccc(O)cc1)C3=O	-2	0	-3	-7	-2	0	1	0.3	-6
CCOC(=O)CN1C(=O)C(=O)c2cccc(C)c21	4	4	-4	-4	-5	0	-7	0.5	7
CC(NC(=O)Cc1ccc(S(=O)(=O)N2CCOCC2)s1)c1ccc(Cl)cc1Cl (stereo not given)	-7	4	-12	3	-5	9	-13	13	12
Cc1ccc2nc(C)cc(Nc3ccc4c(c3)OCCO4)c2c1	3	5	-33	-7	-25	-2	-10	-0.7	-6
Clc1nc(-c2ccccn2)nc2scc(-c3ccccc3)c12	-8	1	-5	-2	4	2	-5	0.7	-13
Nc1nc(SCC(=O)c2ccc(F)cc2)n[nH]1	7	12	-7	-8	-9	0	-7	0.2	0
CN(C)S(=O)(=O)N1CCN(CC(O)COc2ccc(-c3ccccc3)cc2)CC1 (stereo not given)	-8	10	-3	2	-12	9	-8	8.0	-2
COc1ccc(OC)c(C2C(C(C)=O)=C(O)C(=O)N2CCN2CCOCC2)c1 (stereo not given)	16	1	5	-5	-1	0	1	-0.4	10
COc1cccc(N2CC(NC(=O)C(=O)c3c[nH]c4ccccc34)CC2=O)c1 (stereo not given)	2	-1	8	0	8	6	-13	2.9	7
Cc1ccc(NC(=O)c2nc(C)n(-c3ccc([N+](=O)[O-])cc3)n2)cc1	2	6	-9	-5	0	0	0	-0.3	1
COc1cccc(C2c3[nH]c4ccccc4c3C[C@H]3C(=O)N(C)CC(=O)N23)c1 (stereo not given in full)	7	-13	-9	-8	24	2	-4	0.8	20
COc1ccccc1/C=C/C(=O)NCC(=O)N/N=C/c1cc(Br)ccc1OC	-6	-6	-25	0	-10	2	-16	0.3	-5
COc1cc2cc(CCCOC(=O)c3ccc(Br)cc3)oc(=O)c2cc1OC	14	2	-20	-12	-1	2	-1	-0.7	5

# New compounds follow:
SMILES	CHO-K1 Ca antag	CHRM1 PAM	CHO parental Ca	M1 ag	CHRM1 antagonist	CHRM4 agonist	OXTR potentiator	M1 ag parental	CHRM4 antagonist
CC1C/C(=C/c2cccn2C)C(=O)/C(=C/c2cccn2C)C1 (stereo not given)	-3	2	83*	3	2	1	-23	1.1	-4
O=C1CCC(C(=O)OCC(=O)Nc2ccc(Cl)cc2C(F)(F)F)=NN1	-13	6	-9	-2	-2	3	-7	0.3	1
O=C(Nc1ccccc1)Nc1ccccc1NS(=O)(=O)c1cccs1	3	-8	1	0	5	13	-12	10	-17
O=C(O)C1(O)C[C@H](O)C(O)[C@@H](O)C1 (stereo not given in full)	-14	-1	8	-3	-16	0	-9	0.3	-14
c1ccc(Cn2nnc3c(NCC4CC4)ncnc32)cc1	-12	1	.	-3	-8	0	.	-0.1	-3
Cc1ccc(S(=O)(=O)Nc2nc(C)c(NC(=O)Nc3ccc(Cl)cc3Cl)s2)cc1	15	5	-10	-2	2	0	-9	-0.1	-1
Cc1cc2c(cc1C)C(c1cc(Br)ccc1F)CC(=O)N2 (stereo not given)	10	10	-10	-2	-13	-1	-13	-0.2	0
COc1cccc(C(O)c2nc(-c3cccc(C(C)C)c3)cs2)c1 (stereo not given)	6	-3	.	-4	7	1	.	0.4	20

# Compound activity: PubChem BioAssay, The Scripps Research Institute Molecular Screening Center
